thrombin 1536: thrombin (human) inhibition. 220,000 tested, 0.26% active. alpha-thrombin, Boc-VPR-AMC fluorogenic substrate cleavage. inhibition, % at 5 µM;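 active = inhibition at or above 40%; inactive = inhibition below 40%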;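 also: 0% = enzyme with no compound and 100% = wells without enzyme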
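Material: human alpha-thrombin enzyme / Medium: pH 7.5 Tris (50 mM) with NaCl 150 mM, Tween 20 0.05% / Compound: single-point dosing at 5 µM, 0.2% DMSO / Incubation: enzyme reaction carried out at room temperature / Detection: AMC fluorescence, 355/460 nm / Read-out basis: percent inhibition scaled between no-compound controls and no-enzyme blanks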
PPC-1+TRAIL kill: compounds killing PPC-1 cancer cells with TRAIL present (potentiator screen, no TRAIL-free arm). 220,000 tested, 0.41% active. PPC-1 cells + TRAIL, ATPLite viability luminescence. cell killing (% activity), % at 4 µM;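 active = cell killing above 50% in the first pass at 4 µM, then a duplicate retest at 5 µM averaging 50% or more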;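 also: plate controls were cells with TRAIL plus DMSO for no effect and medium-only wells lacking cells for full effect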
Furin inh: blocks human furin protease activity | P09958 | purified furin, fluorogenic substrate cleavage | inhibition, % at 30 µM | 220,000 tested, 0.061% active; in the data active = inhibition above about 25%; also: inactives centre near -15
EBV gp42 inh: inhibitors of Epstein-Barr virus glycoprotein 42 | Q1HVG2 | Fluorescence polarization binding assay, mP read-out | inhibition, % (tested at 21.74 µM) | 220,000 tested, 0.42% active; in the data active = inhibition above about 50%
KCC2 mod: modulators of human KCC2 chloride dependent transport | B-score of Tl+ flux slope (higher = more flux/activation; lower = inhibition) at 10 µM | 190,000 tested, 2.2% active | KCC2 cells, thallium flux FluoZin-2 fluorescence;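 active = thallium flux slope and its plate-corrected score both differing from the plate sample mean at a set confidence after two filtering rounds, in either direction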;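 also: slope of fluorescence scaled to starting intensity during 10 to 20 s after thallium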
Target sequence (Q9H2X9 whole entry, looked up): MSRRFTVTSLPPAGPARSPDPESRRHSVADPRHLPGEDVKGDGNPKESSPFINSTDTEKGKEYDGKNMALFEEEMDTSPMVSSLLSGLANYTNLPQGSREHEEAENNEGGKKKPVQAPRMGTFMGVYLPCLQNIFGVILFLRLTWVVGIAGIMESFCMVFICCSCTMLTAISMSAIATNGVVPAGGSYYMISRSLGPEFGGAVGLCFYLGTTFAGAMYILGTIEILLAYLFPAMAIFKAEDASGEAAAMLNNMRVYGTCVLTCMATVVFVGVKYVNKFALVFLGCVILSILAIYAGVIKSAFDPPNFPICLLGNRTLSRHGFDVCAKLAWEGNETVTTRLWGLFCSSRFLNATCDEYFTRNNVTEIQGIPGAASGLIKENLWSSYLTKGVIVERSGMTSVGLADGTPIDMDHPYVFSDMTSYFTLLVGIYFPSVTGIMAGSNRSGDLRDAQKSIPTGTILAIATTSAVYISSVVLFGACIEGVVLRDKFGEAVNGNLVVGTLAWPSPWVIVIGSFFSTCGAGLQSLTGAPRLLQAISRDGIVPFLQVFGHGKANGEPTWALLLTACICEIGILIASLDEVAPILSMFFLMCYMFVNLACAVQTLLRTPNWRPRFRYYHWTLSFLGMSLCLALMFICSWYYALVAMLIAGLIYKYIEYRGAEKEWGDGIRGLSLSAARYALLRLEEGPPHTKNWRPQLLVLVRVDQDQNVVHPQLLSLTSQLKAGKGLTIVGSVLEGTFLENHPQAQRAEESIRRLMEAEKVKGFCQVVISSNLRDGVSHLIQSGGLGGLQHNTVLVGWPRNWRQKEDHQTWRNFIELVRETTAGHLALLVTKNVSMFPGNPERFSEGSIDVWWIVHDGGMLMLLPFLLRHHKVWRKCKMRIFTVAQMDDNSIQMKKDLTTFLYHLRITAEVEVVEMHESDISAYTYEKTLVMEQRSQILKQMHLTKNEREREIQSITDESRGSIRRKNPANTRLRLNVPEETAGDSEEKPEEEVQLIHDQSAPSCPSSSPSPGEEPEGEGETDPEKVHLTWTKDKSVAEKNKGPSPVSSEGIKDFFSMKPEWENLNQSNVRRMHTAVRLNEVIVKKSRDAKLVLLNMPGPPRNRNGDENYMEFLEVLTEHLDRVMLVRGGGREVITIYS
TRPML3 ag: activates the human TRPML3 channel; activation, % at 3 µM; HEK293 TRPML3-YFP, Fluo-8 calcium fluorescence; 100% = the carbachol control signal; 220,000 tested, 0.29% active;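 active = activation above its plate's cutoff, the mean activation of the plate's test wells plus 3 SD, cut at about 12% in these data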;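 also: 0% = DMSO only wells and 100% = carbachol wells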
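Test system: HEK293 cells stably carrying human TRPML3-YFP; Doses: single dose, 3 µM final nominal compound, 0.3% DMSO final; Schedule: dye loading 1 h 37 °C then 30 min ambient, 125 s read; Technique: Fluo-8 calcium fluorescence; Benchmarks: high control carbachol 87 µM, low control DMSO.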
zfTRPN1 agonist: agonists of zebrafish TRPN1 channel | 220,000 tested, 0.18% active | AID 1424 | activation, % at 3 µM | HEK293 zebrafish TRPN1-YFP, Fluo-8 calcium fluorescence; 100% = response to 87 µM carbachol;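 active = activation above its plate's cutoff, the mean activation of test wells on that plate plus 3 SD, cut at about 19% in these data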;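 also: 0% = DMSO alone and 100% = 87 µM carbachol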
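Material: zebrafish TRPN1-YFP in HEK293 cells; Doses: single test compound dose, 3 µM nominal, 0.3% DMSO; Timing: dye loading 1 h at 37 °C, then 30 min room temperature; Technique: intracellular calcium fluorescence with Fluo-8; Benchmarks: high carbachol 87 µM, low DMSO alone.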
Tb hexokinase: T. brucei hexokinase 1 inhibition | AID 1430 | 220,000 tested, 0.11% active | recombinant TbHK1, G6PDH-coupled NADH A340 | inhibition, % at 10 µM;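 active = inhibition of 50% or more in the single-dose primary screen; inactive = inhibition below 50%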
Calpain2 inh: calpain II (pig) inhibition | inhibition, % at 16 µM | purified calpain II, fluorogenic peptide substrate, 30 min | 220,000 tested, 0.37% active;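 active = inhibition above about 50%, limit read from the data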
* hit, by the source's call; i = inactive; nt = no result given; [ ] = another dose, or the depositor's remark.

Each structure is followed by: thrombin 1536	PPC-1+TRAIL kill	Furin inh	EBV gp42 inh	KCC2 mod	TRPML3 ag	zfTRPN1 agonist	Tb hexokinase	Calpain2 inh
> O=C(NCc1ccoc1)c1ccc(NC(=O)c2ccccc2Cl)cc1
  -10	6	-7[20 µM]	-12	-0.37	-0.3	-0.1	7	0
> N#Cc1c(/N=C/c2ccc(Br)s2)sc2c1CCC2
  0	2	-8[20 µM]	3	-0.59	0.7	1.4	-1	-14
> COc1ccc2[nH]c(C(=O)Nc3ncc(C)cc3Br)cc2c1
  2	-10	-25	-5	0.4	0.6	0.4	-44	-45
> Cc1ccnc(NC(=O)/C=C/c2cccs2)c1
  -5	68*	4	-6	1.6	0.5	0.6	-39	19
> CCOc1ccccc1C(=O)N1CCN(C(c2ccccc2)c2ccccc2)CC1
  0	0	-23[20 µM]	-1	nt	0.3	0.1	-6	-12
> CCCN(CCC)CCCNC(=O)CNC(=O)c1nn(-c2ccc(OC)cc2)c(=O)c2ccccc12
  -3	-8	-14	-3	-1.2	0.8	0.8	-5	2
> O=C(NC1(C(F)(F)F)N=C2SCCN2C1=O)c1cccnc1 (centres undefined)
  -1	28	-20	-12	0.68	0.7	0.1	2	5
> COc1ccc(C(=O)N(CN2CCCC2=O)c2ccccc2OC)cc1OC
  -4	14	-13[20 µM]	-6	1.7	-0.2	0.6	-3	-28
> Cc1cccc(NC(=O)COC(=O)c2ccccc2-c2nc3ccccc3s2)c1C
  -10	22	-12	-13	-0.83	-1.2	-1.6	4	19
> COc1ccc2nc(C)cc(SCC(=O)OC(C)C)c2c1
  1	20	-14	0	0.094	0.3	-1.6	-14	-28
> COc1ccc2c(c1)CCc1c(C(=O)NCc3ccco3)noc1-2
  11	16[5 µM]	-18	-6	0.29	0.0	-1.6	3	-6
> CCn1c(=N)n(CC(=O)OC)c2ccccc21
  -8	18	-11	6	nt	0.4	0.5	-1	2
> Cc1ccc(/C=N/NC(=O)CSc2nc3ccccc3n2Cc2ccccc2)o1
  -12	8	-12	6	-0.25	-0.1	0.0	-4	-13
> CN(C)CCCNC(=O)/C(=C\C=C\c1ccccc1)NC(=O)c1ccc([N+](=O)[O-])cc1
  -7	15	13	-14	0.03	0.7	-0.4	-80	18
> CN(C)c1ccc(C(=O)OCC(=O)NCCC2=CCCCC2)cc1
  -9	9	-22	-6	-0.13	-0.1	-1.6	-11	12
> CC(=O)CSc1ccc(-c2nc3cc(C)c(C)cc3[nH]2)cn1
  -11	nt	-76	-2	0.14	0.0	2.7	-42	-132
> Cc1ccccc1Oc1ccc(-c2nc(N)nc(N)n2)cc1
  2	17	-12[20 µM]	6	-1.3	0.1	1.8	-3	5
> COc1ccc(OC)c(NC(=O)c2ccc(CN3CCOCC3)cc2)c1
  -5	6	-11	-3	-0.027	1.5	1.0	0	-21
> N/C(=N\S(=O)(=O)c1ccccc1)c1ccc([N+](=O)[O-])cc1
  48*	7	-7	-3	0.31	0.3	1.1	-4	22
> COc1ccc(N2CCN(S(=O)(=O)c3cc(C)ccc3OC)CC2)cc1
  -4	6	-19	4	0.59	0.5	-0.1	2	12
> COc1ccc(Cc2nnc(NC(=O)Cc3cccs3)s2)cc1OC
  5	2	-19	68*	-0.43	0.6	-0.1	13	-35
> CCc1c(C)sc(NC(=O)C2CCCCC2C(=O)O)c1C(N)=O (centres undefined)
  -4	10	-18[20 µM]	-14	1.1	-0.3	-0.7	4	-16
> COCCn1nnnc1C(c1cccs1)N1CCCC(C)C1 (centres undefined)
  7	2	-16	-8	nt	0.3	-1.6	-6	-4
> O=C(Cc1ccc(Cl)cc1)Nc1ccccc1N1CCOCC1
  7	30	1[20 µM]	-8	0.32	3.0	-1.2	5	-12
> COC(=O)c1cc2oc3ccccc3c2n1CC(=O)Nc1ccccc1OC
  2	8	-24	-14	0.093	0.2	1.6	-7	-13
> CC(=O)c1c(C)[nH]c(C(=O)O)c1C
  2	12	-8	-13	0.79	0.5	-0.2	-6	-12
> Cn1c(=O)c2c(nc(CN3CCC(C(N)=O)CC3)n2Cc2c(F)cccc2Cl)n(C)c1=O
  -8	8	-21	-10	0.014	1.4	0.5	0	-42
> N#Cc1nc(-c2cccs2)oc1NCc1ccccc1
  -4	19	-228	-2	-1.6	-0.6	-1.2	-19	i
> CCn1cc(C(=O)NCc2ccc3c(c2)OCO3)c(=O)c2cc(F)c(N3CCN(C(=O)c4ccco4)CC3)cc21
  -1	23	0[20 µM]	-24	0.7	0.3	0.3	-30	i
> Nc1c(C(=O)NCCN2CCOCC2)c2nc3ccccc3nc2n1CCc1ccccc1
  4	2	-45	3	0.24	0.4	0.4	-10	i

Four entries from above, with tabs.
structure	thrombin 1536	PPC-1+TRAIL kill	Furin inh	EBV gp42 inh	KCC2 mod	TRPML3 ag	zfTRPN1 agonist	Tb hexokinase	Calpain2 inh
N#Cc1c(/N=C/c2ccc(Br)s2)sc2c1CCC2	0	2	-8[20 µM]	3	-0.59	0.7	1.4	-1	-14
Cc1ccccc1Oc1ccc(-c2nc(N)nc(N)n2)cc1	2	17	-12[20 µM]	6	-1.3	0.1	1.8	-3	5
CCn1cc(C(=O)NCc2ccc3c(c2)OCO3)c(=O)c2cc(F)c(N3CCN(C(=O)c4ccco4)CC3)cc21	-1	23	0[20 µM]	-24	0.7	0.3	0.3	-30	i
COc1ccc(OC)c(NC(=O)c2ccc(CN3CCOCC3)cc2)c1	-5	6	-11	-3	-0.027	1.5	1.0	0	-21

The list goes on:
Each structure is followed by: thrombin 1536	PPC-1+TRAIL kill	Furin inh	EBV gp42 inh	KCC2 mod	TRPML3 ag	zfTRPN1 agonist	Tb hexokinase	Calpain2 inh
> c1cc2ccc3ccc(-n4cnnn4)c4ccc(c1)c2c34
  0	6	-17[20 µM]	-15	0.043	0.3	-1.0	-25	-127
> COc1cc(CNC2CCCCCCC2)cc(Br)c1OCC#N
  -3	14	-11	-13	0.18	1.4	0.7	12	-6
> COc1ccc(N(CC(=O)Nc2nccs2)S(=O)(=O)c2c(C)[nH]c(=O)[nH]c2=O)cc1
  9	8	-11	-1	0.8	0.2	-1.1	-8	9
> CCn1c(SCC(=O)Nc2cc3oc4ccccc4c3cc2OC)nnc1-c1cccs1
  -1	-10	-14[20 µM]	0	0.86	0.6	0.1	-20	10
> Nc1cccnc1Sc1cc(Cl)c(Cl)cc1Cl
  -3	21	-11[20 µM]	3	-1	-0.1	-1.0	-9	-5
> O=c1sc2ccccc2c(N2CCCC2)c1[N+](=O)[O-]
  0	8	-22	-10	-0.5	0.3	0.8	-22	-5
> CCCn1ncc(OC)c(Cl)c1=O
  -5	18	-10	-15	nt	0.2	1.1	-3	6
> COc1ccc(CN=Cc2c(O)[nH]c3ccccc23)cc1
  -9	-5	-14	-5	-0.5	-0.4	-1.7	-29	11
> O=C(NCc1ccccc1Cl)C1CCCN(S(=O)(=O)c2cnc[nH]2)C1 (centres undefined)
  10	-23	-12	-21	0.017	0.0	-0.4	0	5
> CCOCC(=O)Nc1nnc(COc2ccc(Cl)cc2)s1
  1	-9	-16[20 µM]	-18	-0.34	0.1	0.1	-4	-2
> COc1ccc(-n2c(Cn3c(=O)sc4ccccc43)nnc2SCC(=O)N2CCCC2)cc1
  0	8	-21	-17	nt	0.5	0.1	-2	3
> COc1ccc(S(=O)(=O)NC(N)=NCCc2ccc(OC)c(OC)c2)cc1
  -3	0	-35	-6	-0.75	0.9	1.8	3	5
> O=C(NCc1cccnc1)C(=O)NCC1OCCN1S(=O)(=O)c1ccccc1 (centres undefined)
  -6	-1	-13	-4	0.39	0.8	-0.9	-3	4
> COc1ccc(NC(=O)/C(C#N)=C/c2ccc(Sc3nncn3C)c([N+](=O)[O-])c2)cc1
  3	9	-16	-7	nt	1.0	0.2	-11	-70
> COc1ccc(-c2nc(C#N)c(NCCc3ccccc3)o2)cc1
  0	12	12[20 µM]	-14	0.18	-0.5	-1.8	5	-27
> CCCn1c(SCC(=O)N2CCCc3ccccc32)nnc1-c1ccco1
  -4	-12	-8	5	-0.66	-1.4	-0.7	4	-17
> CCC(C)(C(=O)Nc1ccccc1C)N(C(=O)CNC(C)=O)c1ccc(C)cc1 (centres undefined)
  -10	18	-19	3	-0.23	0.3	-1.1	-6	-5
> CC(=O)Nc1ccc(S(=O)(=O)N2CCNC(=O)CC2)cc1
  -3	-4	2[20 µM]	-1	0.57	0.9	0.7	-10	13
> Cc1noc(C)c1COC(=O)c1ccc2ccccc2n1
  -1	6	-32	-2	-2.3	-0.1	1.0	7	18
> O=C(NCC1CCCO1)C(=O)NCC(c1ccco1)N1CCN(c2ccc(F)cc2)CC1 (centres undefined)
  -11	17	4	-8	-0.031	0.9	1.4	30	-6
> Cc1nc2ccccc2nc(C)c1=NOCc1cccc(F)c1
  -5	9	-16	2	-0.058	1.2	0.3	-9	-13
> CCOc1cccc2cc(C(N)=O)c(=N)oc12
  -1	17	-11	-8	-1.7	0.1	-0.6	-16	-6
> COc1ccc(S(=O)(=O)N(CCC(=O)O)Cc2ccccc2)cc1
  -9	14	-17	-3	-3.7*	1.2	0.7	-1	-24
> O=C(CCCCCN1C(=O)c2ccccc2C1=O)NCCc1nc2ccccc2[nH]1
  1	8	-8	-10	nt	-0.3	0.9	-1	24
> COC/C=C/C1=CC2=CC(=O)C(C)(OC(=O)c3cnc4ccccc4n3)C(=O)C2=CN1CCN1CCOCC1 (centres undefined)
  -2	16	16	-10	0.011	nt	nt	-33	10
> CCC(CC)N=C1NS(=O)(=O)c2cc([N+](=O)[O-])ccc21
  2	4	-27	1	0.59	1.0	1.6	-3	-13
> CN(CCC#N)c1ccc(/C=C(\C#N)c2ccccn2)cc1
  -2	15	14	12	-0.57	1.4	2.1	-5	20
> COc1cc(C)c(Cl)cc1S(=O)(=O)NCCCN1CCOCC1
  -11	-11	-11[20 µM]	6	0.048	0.3	0.5	-5	2
> Cc1ccsc1C1C(C#N)=C(N)Oc2n[nH]c(C)c21 (centres undefined)
  13	15	-8	-1	-1.7	0.0	0.6	2	43
> CCOC(=O)c1cc(=O)n2nc(-c3ccccc3F)nc2s1
  -4	13	-15	14	nt	0.3	1.9	10	-47

Next entries:
Each structure is followed by: thrombin 1536	PPC-1+TRAIL kill	Furin inh	EBV gp42 inh	KCC2 mod	TRPML3 ag	zfTRPN1 agonist	Tb hexokinase	Calpain2 inh
> Cc1cc(Br)c(OCc2ccc(C(=O)N/N=C3\CC4CC=CC34)cc2)c(Br)c1 (centres undefined)
  -6	0	-23	-12	-0.47	0.1	-1.5	4	-21
> NC(=O)COC(=O)c1ccccc1Oc1ccccc1
  1	8	-26	-8	0.31	-0.2	0.1	-5	11
> O=C(c1ccco1)N1CCN(C(=O)C2CCCN(S(=O)(=O)c3cccc4nsnc34)C2)CC1 (centres undefined)
  6	5	-16[20 µM]	-18	-0.74	0.3	-0.2	-13	-14
> CCN(CC)CCNC(=O)c1nn(-c2ccc(C)cc2)c(=O)c2c1c1ccccc1n2C
  2	10	-18	-18	0.94	1.3	1.5	-8	-180
> C=CCn1c(SCc2ccc3nonc3c2)nnc1-c1cccs1
  -7	13	-6[20 µM]	4	-0.51	-0.5	-2.1	-3	2
> O=C(NC1CCCCCC1)c1ccc(=O)n(Cc2ccccc2)n1
  13	-4	-21	-18	0.022	-0.2	-0.7	0	22
